# Assay outcomes as filed in PubChem.
# IMPase Li cell = qHTS Assay for Identifying the Cell-Membrane Permeable IMPase Inhibitors: Potentiation with Lithium; CHO-M1 cells, IP1 TR-FRET (IP-One), carbachol + lithium; Potency, µM (series often up to 59.4 µM), inactives show at the highest dose activity, negative = IMPase inhibition, most hits filed as inhibitors; 210,000 compounds, 0.35% hits;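 further: IP1 builds up when IMPase is blocked and the TR-FRET signal falls; potency means the concentration at half of the fitted maximal effect; plate controls were basal vehicle for no effect and high inhibitor control for full effect; nearly all actives have a fitted effect of over 50% in size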
#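 Test compounds were applied to CHO-M1 cells previously cultured for 16–30 h at 2000 per well. A small lithium amount accompanied them; after 30 min at 37C, IP1 was quantified by TR-FRET.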
# CBFb RUNX1 block = qHTS Assay for Compounds Blocking the Interaction Between CBF-beta and RUNX1 for the Treatment of Acute Myeloid Leukemia. Runt-related transcription factor 1 (Homo sapiens) + Core-binding factor subunit beta …. Potency, µM (titrated, usually from 59.8 µM), without a hit: at the top dose activity, negative = inhibition, actives largely listed as inhibitors. 230,000 tested, under 10 active. AID 1477, 2009. AlphaScreen CBFb-His/RUNX1-biotin binding, biochemical; further: % of control where 0% means no effect
#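 CBFb-His/RUNX1-biotin, 30 nM each, preincubated 20 min RT; compound 15 min RT; Ni + streptavidin beads 50 ng each, 90 min RT; AlphaScreen read.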
# Lamin A splicing = qHTS Assay for Modulators of Lamin A Splicing; HeLa LMNA splicing GFP/RFP minigene ratio, 48 h; Potency, µM (titrated, usually from 46.1 µM), for the others: at the top dose ratio change, negative = inhibition, actives largely listed as inhibitors; 200,000 compounds, 0.01% hits; active means well fitted inhibition curve with a large enough effect in the signal ratio, with a control signal flat, not every such curve was filed as active; inconclusive means small, poorly fitted or top-dose-only effect, or effect the other way, or a change in a side signal; the % refers to the signal ratio; further: potency means the concentration at half of the fitted maximal effect; on the % scale 0 is the no-effect control and ±100 the full control effect
#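 S3 HeLa cells stably expressing lamin A-EGFP splicing minigene plus DsRed2, 600 cells/well, 48 h compound exposure at 37C. Laser-scanning cytometry; analysed as GFP (500-530 nm)/RFP (575-640 nm) total intensity ratio; 0.5% DMSO vehicle.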
# Epigenetic derep = Quantitative High-Throughput Screen for Regulators of Epigenetic Control; murine LDR cells, GFP reporter derepression, 30 h; Potency, µM (series often up to 53.9 µM), for inactives: at the highest dose GFP activation, usual class: activators; 280,000 compounds, 0.2% hits; AID 1865, 2009; further: potency means the concentration at half of the fitted maximal effect; % of control where 0% means no effect; nearly all actives have a fitted effect of over 60% in size
#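 Reporter derepression read as number of fluorescent GFP-positive objects, 20-120 um in size, counted by laser-scanning cytometer. Mouse LDR line with an epigenetically silenced CMV-GFP locus; compound incubation 30 h, 37 C.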
# NPSR antagonist = qHTS Assay for Antagonists of the Neuropeptide S Receptor: cAMP Signal Transduction; Q6W5P4; CHO-NPSR cells, cAMP TR-FRET, antagonist mode; Potency, µM (top dose mostly 38.3 µM), for inactives: at the top dose activity change, negative = inhibition, actives largely listed as inhibitors; 220,000 compounds, 1% hits; further: potency means the concentration at half of the fitted maximal effect; on the % scale 0 is the no-effect control and ±100 the full control effect; nearly all actives have a fitted effect of over 50% in size; many of its hits are not listed in these tables
# Target sequence (Q6W5P4 whole entry, looked up): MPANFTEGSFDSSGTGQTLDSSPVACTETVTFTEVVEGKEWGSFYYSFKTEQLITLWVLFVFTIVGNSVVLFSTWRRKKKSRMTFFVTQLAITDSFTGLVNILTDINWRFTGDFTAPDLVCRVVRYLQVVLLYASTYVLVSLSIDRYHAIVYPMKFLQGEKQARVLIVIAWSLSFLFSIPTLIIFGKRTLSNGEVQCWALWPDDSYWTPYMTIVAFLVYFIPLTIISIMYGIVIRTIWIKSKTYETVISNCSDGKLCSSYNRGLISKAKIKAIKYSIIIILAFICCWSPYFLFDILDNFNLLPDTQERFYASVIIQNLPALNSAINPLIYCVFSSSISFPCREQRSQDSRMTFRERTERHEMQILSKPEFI
# Luc counter = Counterscreen for Luciferase (Kinase-Glo TM) Inhibition. Kinase-Glo luciferase, ATP luminescence, 8 min. Potency, µM (series often up to 38.3 µM), inactives show at the highest dose activity change, negative = inhibition, hits mostly inhibitors. 200,000 compounds, 0.28% hits; further: potency means the concentration at half of the fitted maximal effect; on the % scale 0 is the no-effect control and ±100 the full control effect; nearly all actives have a fitted effect of over 60% in size
#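 Inhibition of Kinase-Glo luciferase light generation was assessed at 10 uM ATP in pH 7.2 imidazole buffer, with luminescence measured after eight minutes at ambient temperature.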
# aGal spleen mod = qHTS Assay for Inhibitors and Activators of Human alpha-Galactosidase From Spleen Homogenate. Alpha-galactosidase A (Homo sapiens), P06280. human spleen homogenate, 4MU-alpha-Gal fluorescence, 40 min. Potency, µM (top dose mostly 80 µM), without a hit: top-dose activity change, negative = inhibition, actives largely listed as inhibitors. 240,000 compounds, 0.008% hits;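 further: potency means the concentration at half of the fitted maximal effect; 0% = enzyme with vehicle and -100% = no enzyme basal signal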
# Target sequence (P06280 32-429 limits assumed): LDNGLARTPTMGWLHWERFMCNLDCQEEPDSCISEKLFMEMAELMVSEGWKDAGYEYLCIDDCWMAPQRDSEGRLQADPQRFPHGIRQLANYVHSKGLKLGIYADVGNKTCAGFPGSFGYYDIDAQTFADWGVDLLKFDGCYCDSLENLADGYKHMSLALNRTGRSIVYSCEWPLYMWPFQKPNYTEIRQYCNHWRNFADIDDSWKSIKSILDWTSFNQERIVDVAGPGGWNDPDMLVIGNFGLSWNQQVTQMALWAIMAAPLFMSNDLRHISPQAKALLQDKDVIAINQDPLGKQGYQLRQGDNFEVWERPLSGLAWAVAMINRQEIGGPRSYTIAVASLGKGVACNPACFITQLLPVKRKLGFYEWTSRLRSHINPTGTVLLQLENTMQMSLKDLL
#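 Fluorogenic readout (Ex 365/Em 440 nm) of 4-methylumbelliferone released from 1 mM 4-MU-alpha-galactoside by spleen homogenate, 40 min at 37C, pH 5.0. Data normalized to no-enzyme and enzyme controls; Hill-equation AC50 from compound titrations.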
# Active calls of the source: *; ? = inconclusive; / = not tested or not shown; [ ] = remark or other dose. Unless noted, the call rests on the fitted dose curve; in most records, active means well fitted curve in the direction sought with a large enough effect; inconclusive means small, poorly fitted or top-dose-only effect, or another doubt; inactive means no such curve, though single readings can be large; an effect the other way counts as inactive or inconclusive. These rows are one share of the data; rates above refer to the full screens.
mol,Lamin A splicing,CBFb RUNX1 block,Luc counter,IMPase Li cell,NPSR antagonist,Epigenetic derep,aGal spleen mod
Cc1ccccc1C(=O)N1CCN(c2ccc(NC(=S)NC(=O)c3cccs3)cc2)CC1,/,-6.1%,2.1%,10.1%,3.9%,-3.5%,2.8%
COCCn1nnnc1C(c1cccc(C#N)c1)N1CCCCCC1 (stereo not given),8.4%,3.6%,-5.0%,7.7%[38.3 µM],5.5%[7.67 µM],0.6%,7.7%
Cn1c(NC(=O)Cc2cccc3ccccc23)cc(=O)n(C)c1=O,22.0%[9.22 µM],7.8%,2.6%,-0.9%,-5.3%,-7.5%,1.8%
CCn1c(SCC(=O)NNC(=O)c2ccc(OC)cc2)nnc1-c1ccco1,/,4.9%,-3.4%,16.9%,-0.3%,7.8%,-12.1%
COc1ccc2c(C)c(C(=O)O)oc2c1,15.9%,1.0%,-2.1%,-34.8%[38.3 µM],5.1%[46.1 µM],-0.5%,0.8%
CC(C)Cn1nc(C(=O)OCC(=O)NCC(F)(F)F)c2ccccc2c1=O,7.8%[46 µM],-1.8%,-1.6%,-7.4%,-13.5%,0.0%,-1.6%
CCN(CC)S(=O)(=O)c1ccc(N2Cc3ccccc3C2=N)cc1,/,2.5%,/,22.3%,-13.1%,-0.2%,-6.8%
O=C(CSc1ccc(-c2ccccc2)nn1)N1CCCc2ccccc21,-5.3%,9.8%,3.4%,6.3%,-22.8%,1.1%,0.4%
CCOC(=O)CSc1nnc(C2CCCCC2)n1C,1.1%,3.8%,1.6%,-9.2%[38.3 µM],1.1%[46.1 µM],-1.0%,1.2%
O=C(CN(Cc1ccc2c(c1)OCO2)C(=O)CNC(=O)c1ccco1)NC1CCCCC1,1.7%,-8.5%,-1.0%,4.0%[38.3 µM],-1.1%[46.1 µM],-3.0%,16.5%

# In the list so far, these contain nitrogen in an aromatic ring:
mol,Lamin A splicing,CBFb RUNX1 block,Luc counter,IMPase Li cell,NPSR antagonist,Epigenetic derep,aGal spleen mod
COCCn1nnnc1C(c1cccc(C#N)c1)N1CCCCCC1 (stereo not given),8.4%,3.6%,-5.0%,7.7%[38.3 µM],5.5%[7.67 µM],0.6%,7.7%
Cn1c(NC(=O)Cc2cccc3ccccc23)cc(=O)n(C)c1=O,22.0%[9.22 µM],7.8%,2.6%,-0.9%,-5.3%,-7.5%,1.8%
CCn1c(SCC(=O)NNC(=O)c2ccc(OC)cc2)nnc1-c1ccco1,/,4.9%,-3.4%,16.9%,-0.3%,7.8%,-12.1%
CC(C)Cn1nc(C(=O)OCC(=O)NCC(F)(F)F)c2ccccc2c1=O,7.8%[46 µM],-1.8%,-1.6%,-7.4%,-13.5%,0.0%,-1.6%
O=C(CSc1ccc(-c2ccccc2)nn1)N1CCCc2ccccc21,-5.3%,9.8%,3.4%,6.3%,-22.8%,1.1%,0.4%
CCOC(=O)CSc1nnc(C2CCCCC2)n1C,1.1%,3.8%,1.6%,-9.2%[38.3 µM],1.1%[46.1 µM],-1.0%,1.2%

# (cont.)
mol,Lamin A splicing,CBFb RUNX1 block,Luc counter,IMPase Li cell,NPSR antagonist,Epigenetic derep,aGal spleen mod
CC(C)C(=O)Nc1cccc(C(=O)Nc2ccccc2C(=O)O)c1,?,-1.8%,-2.9%,1.8%[38.3 µM],-0.9%[46.1 µM],0.8%,3.2%
O=C(Cn1cnc([N+](=O)[O-])n1)NCCO,/,4.5%,/,0.7%,-18.9%,-1.2%,0.8%
Cc1ccc(/C=[N+](/[O-])C2SC(=S)N(C)C2(C)C)cc1 (stereo not given),-9.4%,11.4%,3.6%,4.0%,-0.4%[46.1 µM],0.0%,-5.4%
C=C(C)Cn1c(NCCOC)nc2c1c(=O)[nH]c(=O)n2C,-5.3%,4.1%,-0.6%,0.4%,-6.0%[46.1 µM],-0.8%,3.7%
COc1ccc(NC(=O)C(=O)N/N=C/c2cc(C)n(-c3cccc(Cl)c3Cl)c2C)c(OC)c1,-14.6%,?,-6.1%,14.4%[38.3 µM],-0.9%[46.1 µM],0.9%,-1.2%
Cc1nc2ccc(S(=O)(=O)NCC(=O)N3CCCCC3)cc2s1,2.9%,4.4%,3.0%,-2.0%[38.3 µM],-2.9%[46.1 µM],-0.8%,-5.1%
CC(=O)Nc1ccc2c(c1)nc(CCN1CCC(C)CC1)n2C,-12.6%,5.2%,-0.4%,22.7%[38.3 µM],1.4%[46.1 µM],1.0%,6.9%
NNc1nc2sc3c(c2c(=O)n1-c1ccccc1)CCCC3,/,-0.2%,/,/,-56.3%,0.0%,5.1%
CCOc1ccc(NC(=S)NN2C(C)CCCC2C)cc1 (stereo not given),1.1%,-3.8%,0.7%,-4.4%,-5.5%,-2.5%,4.6%
Fc1cccc(-c2nnn3c2nc(Cl)c2ccccc23)c1,/,12.7%,-6.8%,-9.5%,-37.5%,-4.0%,1.2%
COc1ccccc1CCn1c(=O)c(CCc2ccccc2)nc2cncnc21,11.9%,/,/,2.7%,/,/,-8.1%
O=C1/C(=C\c2cccs2)Sc2ccc3ccccc3c21,-4.9%,-14.6%,-17.2%,8.1%,-7.1%,10.4%,3.9%
CCc1nnc(NS(=O)(=O)c2ccc(NC(=S)NC(=O)/C=C/c3cccs3)cc2)s1,6.5%[46 µM],-8.9%,3.6%,0.7%,58.2%,3.7%,2.0%
CN(Cc1cccnc1)C(=O)CC1C(=O)NCCN1Cc1ccc(-c2ccccc2)cc1 (stereo not given),/,5.4%,-9.4%,-7.5%,-7.2%,-4.5%,-1.0%
CCC/C=N/NC(=O)C1COc2ccccc2O1 (stereo not given),2.1%[46 µM],8.7%,-1.7%,3.0%,12.3%,2.6%,-21.3%
O=C(NNC(=O)c1ccc(O)cc1O)c1ccc(Cl)cc1,?,-0.3%,1.9%,-0.7%,-7.5%[46.1 µM],0.0%,-4.5%
COc1cccc(C(=O)NC2CCN(CC(=O)Nc3c(C)cc(C)cc3C)CC2)c1,?,8.8%,1.6%,7.8%,-4.7%,-1.1%,5.1%
Cc1cc(NC(=O)CSc2ccccn2)no1,?,6.0%,1.4%,0.4%,4.7%,2.2%,8.9%
CCC(=O)N1CCc2cc(S(=O)(=O)NC(C(=O)NCc3ccccc3)C(C)C)ccc21 (stereo not given),2.8%,2.1%,/,/,-7.5%[46.1 µM],-1.0%,-5.3%
CCOC(=O)N1CCC(Nc2c(NCCCN(CC)CC)c(=O)c2=O)CC1,-4.3%,0.8%,-4.3%,6.5%[38.3 µM],-1.4%[46.1 µM],-2.5%,2.3%
COc1ccc2c(c1)-c1nc(NC(=O)c3ccco3)sc1CC2,?,4.7%,0.0%,2.0%,-12.1%,-1.0%,-0.1%
O=C(NCc1ccc(Cl)cc1)c1cccnc1,1.4%,8.1%,2.3%,11.8%[38.3 µM],-5.1%[46.1 µM],-1.8%,-24.2%
CCc1ccc(-c2csc(-c3c[nH]c4ccccc34)n2)cc1,?,-11.6%,6.4%,-12.7%,-16.7%[46.1 µM],1.3%,7.5%
O=C1C2C(C(=O)N1/N=C/c1ccc(N3CCCCC3)o1)C1C=CC2C12CC2 (stereo not given),-4.9%,-1.3%,4.5%,11.7%,-20.7%,-1.0%,-3.8%
CCOC(=O)C12CC1/C(=N\O)c1ccccc1O2 (stereo not given),/,10.6%,/,-2.6%,/,0.0%,-3.7%
C[C@@]12CCC(OC(=O)c3ccccc3)CC1CCc1ccccc12 (stereo not given in full),?,/,-0.4%,13.7%,/,-1.2%,-7.5%
CSc1ccccc1NC(=S)N/N=C/c1cccn1Cc1ccc(F)cc1,-1.6%[46 µM],?,3.5%,6.6%,-29.0%,0.9%,-7.2%
COc1ccccc1N1CCN(c2nc3ccccc3nc2C(C#N)C(=O)OC(C)C)CC1 (stereo not given),-15.2%,-14.9%,0.4%,41.8%[activator][38.3 µM],-20.9%[46.1 µM],0.0%,8.3%
CCCNC(=S)Nc1cccc(C(F)(F)F)c1,?,3.5%,3.3%,-6.5%,11.8%,0.0%,7.6%
O=C(O)c1ccccc1C(=O)Nc1ccc(-n2ccc(C(F)(F)F)n2)cc1,/,5.5%,/,/,-12.5%,1.1%,3.5%
C1CCC(n2nnnc2CN2CCCC2)CC1,5.3%,4.0%,6.0%,24.9%[38.3 µM],-24.2%[46.1 µM],-0.7%,3.3%
CN(C(=O)CSc1nnc(-c2ccco2)n1N)C1CCCCC1,-12.3%[46 µM],5.6%,5.5%,-9.6%,9.8%,-1.3%,3.6%
O=c1c2cnn(-c3ccc(F)cc3)c2ncn1Cc1cccnc1,-12.1%,-0.5%,-1.8%,3.6%[38.3 µM],-13.5%[46.1 µM],-1.1%,-21.3%
C/C=C/OC(=O)NC(c1ccccc1)[C@]1(C(C)=O)CCOC1=O (stereo not given in full),/,-21.0%[13.1 µM],/,/,/,0.0%[10.1 µM],8.4%[17.5 µM]
CCN1CCN(c2cc(C)c3cc(NC(=S)NCc4cccs4)ccc3n2)CC1,/,0.8%,-1.5%,19.0%,-43.2%,-0.3%,1.1%
CC(=O)c1cccc(NC(=O)N2CCCC(C(=O)c3cc(F)ccc3F)C2)c1 (stereo not given),11.3%[46 µM],-1.8%,-3.5%,10.8%,-2.5%,7.3%,0.0%
CC(=O)O/N=C(/C)c1ncc(C(F)(F)F)cc1N1CCOCC1,13.4%,2.1%,20.3%,23.0%[38.3 µM],-6.2%[46.1 µM],-0.4%,3.0%
C=CCc1ccccc1OCC(O)CNC (stereo not given),-6.9%,2.2%,4.5%,6.4%[38.3 µM],1.7%[46.1 µM],0.0%,1.6%
